Screens as filed in PubChem.
PAD4 inh = PAD4 (human) enzyme inhibition | Q9UM07 | recombinant PAD4, RCA probe fluorescence polarization | inhibition, % at 6.36 µM | actives 0.41% (n = 330,000);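 active means percent inhibition above a cutoff equal to the mean of all tested compounds plus 3 SD, cut at about 15% in these data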;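 further: 0% = PAD4 with RCA probe and DMSO and 100% = probe without PAD4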
Target sequence (Q9UM07 whole entry, looked up): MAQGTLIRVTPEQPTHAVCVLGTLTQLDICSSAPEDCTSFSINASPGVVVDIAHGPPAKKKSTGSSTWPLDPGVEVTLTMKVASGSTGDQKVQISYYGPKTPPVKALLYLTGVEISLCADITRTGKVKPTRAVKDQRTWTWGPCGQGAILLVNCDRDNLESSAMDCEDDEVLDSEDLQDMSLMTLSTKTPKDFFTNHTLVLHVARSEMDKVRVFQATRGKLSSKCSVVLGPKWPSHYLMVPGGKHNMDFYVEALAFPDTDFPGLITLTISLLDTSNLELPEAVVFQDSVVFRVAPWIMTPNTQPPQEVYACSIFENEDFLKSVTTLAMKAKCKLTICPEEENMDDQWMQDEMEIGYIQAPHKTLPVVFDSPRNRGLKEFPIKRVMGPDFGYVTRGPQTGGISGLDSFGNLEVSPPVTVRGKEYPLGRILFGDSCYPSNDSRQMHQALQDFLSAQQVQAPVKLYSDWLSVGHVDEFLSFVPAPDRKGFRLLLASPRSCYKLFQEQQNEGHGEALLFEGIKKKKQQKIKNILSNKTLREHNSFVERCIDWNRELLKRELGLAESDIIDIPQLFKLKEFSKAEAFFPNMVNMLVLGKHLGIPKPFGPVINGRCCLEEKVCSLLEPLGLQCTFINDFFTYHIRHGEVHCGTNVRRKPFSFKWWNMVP
MCL1 BIM primary = disrupts human MCL1 binding to BIM-BH3 peptide; Q07820; GST-MCL1 / FITC-Bim-BH3 fluorescence polarization; inhibition, % at 10.9 µM; actives 0.68% (n = 320,000);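 active means inhibition above the mean inhibition of all tested compounds plus 3 SD, set per campaign, cut at about 40% in these data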;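 further: 0% = DMSO wells and 100% = unlabeled Bim-BH3 peptide control; higher means more loss of mP so more displacement of Bim peptide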
GLD-1 RNA inh = GLD-1-TGE RNA interaction inhibition (C. elegans); Q17339; purified GLD-1 + fluorescein TGE RNA, fluorescence polarization; inhibition, % at 5.96 µM; actives 0.44% (n = 320,000); AID 2280;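 active means percent inhibition above a per-plate cutoff, the plate mean of test compounds plus 3 SD, cut at about 30% in these data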;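 further: 0% = DMSO wells with GLD-1 and probe and 100% = wells lacking GLD-1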
Fam108B counter = Fam108B inhibition, counter-screen for RBBP9 inhibitors; recombinant Fam108B, FP-Rh probe fluorescence polarization; inhibition, % at 9.51 µM; actives 0.33% (n = 300,000);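 active means inhibition above the screen mean inhibition plus 3 SD, computed separately per campaign, cut at about 18% in these data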;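 further: inhibitors lower polarization as less probe binds the enzyme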
Bcl-xL primary = Bcl-xL (human) inhibition; Q07817; GST-Bcl-xL / FITC-Bim BH3 peptide fluorescence polarization; inhibition, % at 10.9 µM; actives 0.7% (n = 320,000); AID 2129;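 active means inhibition above the mean of all tested compounds plus 3 SD, cutoff set per campaign, cut at about 30% in these data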;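 further: 0% = DMSO wells and 100% = unlabeled Bim-BH3 peptide competitor; inhibitors lower millipolarization by displacing the labeled peptide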
Target sequence (Q07817 whole entry, looked up): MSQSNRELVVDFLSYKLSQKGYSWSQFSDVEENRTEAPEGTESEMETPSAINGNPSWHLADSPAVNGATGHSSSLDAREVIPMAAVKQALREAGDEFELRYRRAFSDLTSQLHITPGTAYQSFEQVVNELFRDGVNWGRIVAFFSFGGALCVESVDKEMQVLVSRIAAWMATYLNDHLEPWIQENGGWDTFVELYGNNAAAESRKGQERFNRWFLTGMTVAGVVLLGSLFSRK
GSTO1 counter = blocks human GSTO1 in RBBP9 counter-screen; P78417; recombinant GSTO1, activity-based probe fluorescence polarization; inhibition, % at 5.96 µM; actives 1.1% (n = 300,000); AID 1974;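 active means inhibition above the campaign mean inhibition plus 3 SD, cut at about 35% in these data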;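 further: 0% = GSTO1-1 with DMSO and 100% = wells lacking GSTO1-1 enzyme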
PME-1 primary = PME-1 (human) inhibition; Q9Y570; actives 0.53% (n = 320,000); AID 2130; inhibition, % at 5.9 µM; recombinant PME-1, FP-Rh probe fluorescence polarization;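 active means inhibition above the campaign mean of all compounds plus 3 SD, cut at about 26% in these data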;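 further: competitive labeling of PME-1 active site by serine hydrolase directed probe; 0% = PME-1 with DMSO and 100% = wells lacking PME-1 enzyme; inhibitors block probe labeling so polarization falls and inhibition rises; many of its hits are not listed in these tables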
MEX-5 binding = C. elegans MEX-5 TCR-2 RNA binding activity; Q9XUB2; MEX-5/FITC-TCR2 RNA binding, fluorescence polarization; hits give low values; activity score (negative = inhibition of binding), % at 10 µM; actives 0.38% (n = 300,000);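 active means inhibition past about -25% in most replicates, and total fluorescence under double the plate's negative control median, limit read from the data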;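 further: 0% = DMSO and -100% = 5 µM competing unlabeled TCR2 RNA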
TPT1 inh = C. albicans TPT1 enzyme inhibition. AID 1962. actives 0.81% (n = 300,000). inhibition, % at 5 µM. recombinant caTPT1, FP RNA substrate dephosphorylation;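 active means inhibition above the mean of all tested compounds plus 3 SD, set per screening campaign, cut at about 24% in these data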;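 further: plate controls were DMSO alone for no effect and ferristatin control at 100 nM for full effect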
* hit, by the source's call; · = not tested or not shown; & = joins results of further samples. This is a subset. The share of hits here may be higher or lower than overall.

No.	SMILES	Fam108B counter	TPT1 inh	MCL1 BIM primary	PAD4 inh	GLD-1 RNA inh	GSTO1 counter	PME-1 primary	MEX-5 binding	Bcl-xL primary
1	CCCNC(=O)NC(C)C12CC3CC(CC(C3)C1)C2 (stereo not drawn)	-1	3	-5	0	11	3	3	-4.4	-1
2	COCCN(CCOC)c1nc(-c2ccc(C)cc2)nc2ccccc12	-1	0	1	3	3	-1	-1	-1.9	4
3	COc1ccccc1NC(=O)C(=O)N1N=C(C(C)C)CC1(O)C(F)(F)F (stereo not drawn)	-1	0	9	-2	1	7	-3	-2.3	5
4	CCOP(=O)(OCC)c1nc(-c2ccccc2)oc1NCc1ccccc1	1	1	-18	0	5	2	10	-3.2	-16
5	C(=N\Nc1nc(N2CCCC2)nc(N2CCCC2)n1)/c1ccncc1	1	-6	1	2	3	11	0	0.7	-1
6	CCOC(=O)N1CCN(CC(O)COc2ccc3c(c2)CCC3)CC1 (stereo not drawn)	1	-4	0	3	1	-1	-2	0.2	2
7	CCCCN1C(=O)c2cccc3cc(O)cc(c23)C1=O	-2	37*	8	-4	21	-3	-5	0.1	7
8	CN(CC(=O)Nc1cccc(F)c1)C(=O)CC1CCCCC1	-4	0	1	-1	2	0	3	-5.0	0
9	O=C(Nc1cccs1)Nc1ccccc1Br	-1	4	10	-6	13	11	5	1.0	5
10	Nc1nnc(CC(=O)NCc2ccccc2)s1	-2	-2	-6	-2	-6	8	-1	1.0	0
11	O=C1c2oc3ccccc3c(=O)c2C(c2cccc(Br)c2)N1Cc1ccco1 (stereo not drawn)	-4	1	7	1	3	0	7	-0.2	2
12	CCc1cccc(NC(=O)CCCSc2nc3ccccc3[nH]2)c1	-6	1	-5	0	5	1	3	1.6	3
13	Cc1ccc(NC(=O)c2ccc(CSc3ncnc4nc[nH]c34)cc2)c(C)c1	-5	-2	0	-1	1	-3	-18	0.1	6
14	O=C(CN1CCOCC1)NC1C2CC3CC(C2)CC1C3 (stereo not drawn)	1	-5	3	0	0	2	0	-3.2	6
15	CCc1nnc(NC(=O)c2ccc(-c3ccc([N+](=O)[O-])cc3Cl)o2)s1	3	-1	-5	-3	-3	5	0	-2.6	-3

(cont.)
No.	SMILES	Fam108B counter	TPT1 inh	MCL1 BIM primary	PAD4 inh	GLD-1 RNA inh	GSTO1 counter	PME-1 primary	MEX-5 binding	Bcl-xL primary
16	COCCn1c(SCC(=O)NCCc2ccccc2)nnc1-c1ccco1	-1	0	3	-1	4	-7	3	-0.7	4
17	N=c1c2c(-c3ccccc3)c(-c3ccccc3)n(Cc3ccco3)c2ncn1Cc1ccco1	5	4	0	-8	-2	5	-3	3.0	3
18	Fc1ccc(-c2nc3c(-c4ccccc4)cnn3cc2CCN2CCOCC2)cc1	-2	4	-3	-4	8	-1	2	2.7	-3
19	FC(F)(F)c1cccc(Oc2cc(C(F)(F)F)nc(-c3ccccn3)n2)c1	2	0	7	2	11	-4	-3	-0.5	3
20	Cc1ccc(C(=O)COC(=O)c2cnccn2)cc1[N+](=O)[O-]	4	4	7	6	6	3	3	·	7
21	S=C(Nc1ccc2c(c1)OCO2)N1CCCC1	-3	-1	5	0	12	7	2	-0.9	4
22	Cc1nc2sc(-c3ccccc3)cc2c(=O)n1N	3	-1	-5	-2	1	15	-2	-32*	12
23	COc1cc(/C=C2/SC(=S)N(CC(=O)Nc3cccnc3)C2=O)cc(OC)c1OC	4	8	-11	-2	-5	-3	1	1.6	1
24	COc1ccc(NC(=S)N2CCCC(c3nc4ccc(C)cc4[nH]3)C2)cc1 (stereo not drawn)	2	-9	6	-4	-3	21	0	-1.9	5
25	O=C(Cc1csc(-c2ccccc2)n1)Nc1ccc(C(F)(F)F)cc1	3	-3	-17	-10	1	2	-4	-1.8	-2
26	CCOc1cc(C(=S)N2CCOCC2)ccc1OC(=O)c1ccccc1	7	0	13	7	-1	-4	0	1.1	3
27	Cc1c(CC(=O)N2CCN(C(=O)C3COc4ccccc4O3)CC2)c(=O)oc2cc(O)c(Cl)cc12 (stereo not drawn)	-1	1	8	0	4	12	-6	-1.0	10
28	COc1ccc(CCCC(=O)NC2CCCCC2)cc1	6	2	-17	-1	-3	-6	-1	0.4	-13
29	CSCCC(NC(=O)c1ccc([N+](=O)[O-])cc1Cl)C(=O)OCC(=O)N(C)C (stereo not drawn)	3	0	-9	2	-9	-1	0	0.3	1
30	CC(C)(C)C(=O)C(Cl)C(=O)Nc1ccccc1 (stereo not drawn)	10	-1	-7	0	0	5	1	0.2	1

Further results
No.	SMILES	Fam108B counter	TPT1 inh	MCL1 BIM primary	PAD4 inh	GLD-1 RNA inh	GSTO1 counter	PME-1 primary	MEX-5 binding	Bcl-xL primary
31	CCOC(=O)Cc1csc(NC(=O)CSc2nc(=O)[nH]c3c2CCCC3)n1	-2	1	4	4	7	3	-9	-0.1	6
32	CN(CC(=O)Nc1ccc(F)cc1)CC(=O)N(C)C1(C#N)CCCCC1	·	·	5	-2	6	·	-1	·	7
33	CC(C)(C)c1cc[n+](-c2[nH]c(=O)sc2/C=N/N=C(\[O-])c2ccccc2)cc1	5	-5	20	-2	4	1	4	-6.0	15
34	COc1ccc(-n2c(COc3ccc4ccccc4c3)nnc2SCC(=O)NCc2ccco2)cc1	-4	0	2	8	5	1	-9	1.1	-4
35	COC(=O)c1ccc(C(=O)OC)c(-n2c(=O)c3ccccc3c3ccccc3c2=O)c1	-6	-4	-9	3	1	-2	1	2.6	0
36	CCCC(=O)n1nc(-c2ccccc2)nc1N	5	-11	4	0	1	-2	-1	3.2	5
37	Cc1ccc(C2CC(c3cccc(NS(C)(=O)=O)c3)=NN2S(C)(=O)=O)cc1 (stereo not drawn)	-3	0	-2	-2	-3	1	1	-10	0
38	O=C(O)c1ccc2oc(SCC(=O)N3CCCCC3)nc2c1	-4	-1	-1	2	6	-4	-7	-0.9	6
39	CCOc1ccccc1NC(=O)C1CCN(c2ccc(S(=O)(=O)N3CCCC3)cc2)CC1	0	1	-2	-2	3	-3	-8	-2.6	-2
40	CCOc1ccc(N2C(=O)C3C4C=CC(CC4)C3C2=O)c([N+](=O)[O-])c1 (stereo not drawn)	-2	1	7	-4	8	5	5	2.8	8
41	CCSc1nnc(Cc2cc(=O)[nH]c(=O)[nH]2)n1-c1ccc(F)cc1	2	-5	4	1	5	4	4	-1.6	4
42	CCN1CCCC1CN(Cc1cc2ccc(C)c(C)c2[nH]c1=O)C(=O)Nc1ccccc1OC (stereo not drawn)	-1	-3	-5	-4	-7	9	0	1.3	-4
43	Cc1ccccc1NC(=O)Cc1nnc(SCC(=O)NC2CCCC2)n1C	3	2	5	2	0	12	-7	-0.6	3
44	O=C(Nc1ccccc1)OCCCCCOC(=O)Nc1ccccc1	-3	-3	-1	4	-6	-2	-2	-0.4	2
45	O=c1oc(-c2ccccc2)nc2ccsc12	-1	0	1	3	7	-12	-9	0.9	1

Additional structures follow.
No.	SMILES	Fam108B counter	TPT1 inh	MCL1 BIM primary	PAD4 inh	GLD-1 RNA inh	GSTO1 counter	PME-1 primary	MEX-5 binding	Bcl-xL primary
46	Nc1cc(N)nc(SCC(=O)Nc2ccc3c(c2)OCCCO3)n1	0	0	-1	-4	-2	0	-1	0.6	4
47	COc1ccc(NC2CCCN(C(=O)CCOc3ccccc3)C2)cc1 (stereo not drawn)	-1	0	-2	6	-4	-5	-5	-0.7	4
48	CN(C(=O)c1ccncc1)C1CCS(=O)(=O)C1 (stereo not drawn)	-1	0	7	0	-5	4	-1	0.1	-5
49	Cc1ccc(N(CC(O)Cn2c3ccccc3c3ccccc32)S(C)(=O)=O)cc1 (stereo not drawn)	-7	-5	-3	2	3	4	-2	-1.5	-1
50	COc1ccc(C(=O)Oc2ccc3ccc(=O)oc3c2)cc1	5	-1	0	1	-6	0	-2	0.6	3
51	CN(C)S(=O)(=O)c1ccc(-c2csnn2)s1	1	-4	-1	2	-1	7	8	-0.9	8
52	O=C(O)c1cccc(N2C(=O)c3cccc(Oc4ccc(Cl)cc4)c3C2=O)c1	4	-4	-2	-3	-10	1	5	1.1	5
53	O=C(OCCN1CCOCC1)c1cccnc1	-3&-3	-2&0	13&-7	1&-7	-3&-5	0&0	1&4	1.3&1.8	-1&-3
54	O=C(Nc1nncs1)C1COc2ccccc2O1 (stereo not drawn)	5	-5	7	-2	-3	5	4	-1.9	10
55	OCc1cn(-c2ccc(Cl)cc2)nn1	-6	-1	-12	-5	-12	-2	-2	-1.4	-6
56	Cc1nc2ccccc2c(=O)n1NC(=O)/C=C/c1ccccc1Cl	0	-1	6	1	0	0	5	-0.2	2
57	COC(=O)c1ccc(NC(=O)CSc2nncn2-c2ccccn2)cc1	-1	-3	2	6	3	-5	-4	0.5	4
58	CCN(CC)CCN(C(=O)c1ccc(S(=O)(=O)N2CCCCC2)cc1)c1nc2cc3c(cc2s1)OCO3	0	-4	13	-1	-2	2	-3	-0.1	5
59	O=C(CS(=O)(=O)Cc1ccccc1)Nc1nnc(C(F)(F)F)s1	0	2	3	1	5	9	1	-1.1	3
60	COc1cc2ccccc2cc1C(=O)N1CCCC1	-1	-5	4	-5	3	3	3	-0.7	7

The listing continues:
No.	SMILES	Fam108B counter	TPT1 inh	MCL1 BIM primary	PAD4 inh	GLD-1 RNA inh	GSTO1 counter	PME-1 primary	MEX-5 binding	Bcl-xL primary
61	COc1ccccc1CNC(=O)CCC(=O)N1CC(C)Sc2ccccc21 (stereo not drawn)	1	-1	-5	1	5	4	1	-2.5	-3
62	Cc1c(C(=O)NC2CCCCC2)oc2ccccc12	4	0	0	2	5	2	1	0.7	-1
63	O=C(O)C1CC(=O)N(Cc2ccccc2)C1 (stereo not drawn)	4	-2	2	4	2	6	1	0.7	6
64	O=S(=O)(NCc1ccc2c(c1)OCO2)c1c(F)cc(F)cc1Br	0	1	-1	-1	-1	4	4	-0.3	4
65	CCOC(=O)N/N=C/c1cn(Cc2ccc(Cl)cc2)c2ccccc12	3	-2	-4	3	3	3	2	-1.3	-2
